# GPR55 activation: selective activators of receptor GPR55 – imaging, U2OS cells, beta-arrestin-GFP redistribution, primary screen (AID 1961); U2OS GPR55 beta-arrestin-GFP redistribution imaging; higher % means a stronger effect; activation, % at 10 µM; hits with a dose series show EC50 in µM; hit rate 0.048% among 290,000;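 active = activation above 40% with more than 50 cells counted in the well; inconclusive = wells holding fewer than 50 cells, flagged as toxic or sparse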;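 note: U2OS osteosarcoma cells stably expressing GPR55 and beta-arrestin-GFP; plate controls were DMSO negative control for no effect and LPI positive control for full effect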
# GPR55 LPI antagonism: inhibition of LPI-stimulated GPR55 beta-arrestin translocation – imaging, U2OS, beta-arrestin-GFP, LPI agonist, primary screen (AID 2013); U2OS GPR55 beta-arrestin-GFP translocation imaging, LPI antagonism; higher % means a stronger effect; hit rate 0.13% among 290,000; inhibition, % at 10 µM; hits with a dose series show IC50 in µM;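 active = spots per cell inhibited over 60%, with over 100 cells counted and total cytoplasm intensity under 500,000; inconclusive = wells with under 100 cells, flagged as likely toxic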;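 note: U2OS cells stably carrying GPR55 and arrestin-GFP stimulated by 5 µM LPI near EC80; imaged beta-arrestin-GFP aggregate spots per cell after agonist stimulation; plate controls were LPI-stimulated DMSO wells for no effect and DMSO wells without LPI for full effect; some results filed as inactive read as strong as hits; confirmed hits need IC50 under 10 µM and bright autofluorescent wells are also inconclusive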
# NOD1 inhibition: NOD1 signaling inhibitors, primary screen, cell-based, luminescence, uHTS (AID 1578); NOD1-driven NF-kB luciferase reporter cells, luminescence; higher % means a stronger effect; one-dose inhibition, % at 4 µM; EC50 in µM for titrated hits; hit rate 1% among 290,000; in the data active = inhibition mostly above about 36%, no sharp cut-off; inactive = mostly below about 34%;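 note: HEK-293T reporter cells stimulated with the NOD1 agonist gamma-tri-DAP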
# HIV fusion peptide: cell-free HIV fusion peptide-binding blockers – biochemical, uHTS, fluorescence dequenching, primary screen (AID 1986). cell-free peptide binding, fluorescence dequenching, 30 min; higher % means a stronger effect. inhibition, % at 20 µM; hits with a dose series show IC50 in µM. hit rate 0.3% among 290,000; in the data active = inhibition mostly above about 52%, no sharp cut-off; inactive = mostly below about 76%; note: some results filed as inactive read as strong as hits
# KOR beta-arrestin-1: KOR antagonists, beta-arrestin recruitment, cell-based, luminescence, uHTS (AID 1778). hit rate 0.091% among 290,000. KOR beta-arrestin recruitment, luminescence, antagonist mode; higher % means a stronger effect. inhibition, % at 10 µM; hits with a dose series show IC50 in µM; note: strong numbers were not always called active
# SV40 large T antigen: TAg ATPase/helicase activity blockers – biochemical (AID 1903); SV40 large T antigen ATPase/helicase inhibition assay; higher % means a stronger effect; inhibition, % at 20 µM; hits with a dose series show IC50 in µM; hit rate 0.39% among 310,000; in the data active = a potency from the dose series; inconclusive = inhibition mostly from about 32% at the one dose, without a potency; inactive = the rest, 99 in 100 with inhibition below about 32%; note: strong numbers were not always called active
# Rac1 GTP hydrolysis: MgcRacGAP GTPase-activating activity inhibitors, confirmation, biochemical, ADP Hunter fluorescence | hit rate 0.6% among 340,000 | one-dose inhibition, % at 30 µM; IC50 in µM for titrated hits | MgcRacGAP-stimulated Rac1 GTP hydrolysis, ADP Hunter fluorescence; higher % means a stronger effect; GST-tagged Rac1 F28L mutant substrate;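 active = first-screen hits whose inhibition reached a set limit at any dose in the follow-up dose series; inconclusive = inhibition above the set first-screen limit but never retested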;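 note: fluorescence reports GDP produced by GAP-driven GTP hydrolysis; strong numbers were not always called active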
# KOR beta-arrestin-2: KOR agonists, beta-arrestin recruitment, primary screen, cell-based, luminescence, uHTS (AID 1777) | hit rate 0.02% among 280,000 | KOR beta-arrestin recruitment, luminescence; higher % means a stronger effect | activation, % at 10 µM, or EC50 in µM where a hit was titrated; in the data active = activation above about 50%, passing the limit was not always enough; note: a part of the inactive calls stands beside numbers as strong as those of hits
# NOD2 inhibition: NOD2 signaling inhibitors, cell-based, luminescence, uHTS, HEK293 (AID 1566) | HEK293 NOD2/NF-kB luciferase reporter, luminescence; higher % means a stronger effect | inhibition, % at 4 µM; hits with a dose series show EC50 in µM | hit rate 0.63% among 290,000; note: many of its hits are not listed in these tables
# Numbers without * were called inactive; ? = inconclusive; / = not tested or not shown; [ ] = dose if it differs, or a comment. Cut-off read from the data, not from the text of the source, unless noted: active = inhibition above about 50%; inactive = the rest. A portion of the library; rates above refer to the full screens.
compound,SV40 large T antigen,Rac1 GTP hydrolysis,HIV fusion peptide,KOR beta-arrestin-2,NOD1 inhibition,KOR beta-arrestin-1,GPR55 activation,GPR55 LPI antagonism,NOD2 inhibition
O=C(CNCc1ccccn1)Nc1cc(S(=O)(=O)N2CCCCC2)ccc1Cl,6%,-7%,0.8%,-0.7%,-12%,-29%,0.1%,0%,6%
Cc1ccc(NC(=O)CN(C)C(=O)Cc2ccc(Cl)c(Cl)c2)cc1,4%,2%,-0.7%,1.4%,-37%,-34%,0.2%,9%,-22%
CC1(C)NC(=O)N(CC(O)CN(c2ccccc2)S(=O)(=O)c2ccccc2)C1=O (stereo not drawn),10%,4%,-0.8%,-0.4%,-29%,-11%,0.3%,6%,7%
CO/N=C(\c1ccccc1)c1cccnc1,13%,1%,1.0%,-2.7%,10%,-36%,0.4%,-5%,0%
COc1cc2c(cc1OC)C(C1(O)CCCCC1)NCC2 (stereo not drawn),2%,6%,0.7%,2.5%,-9%,17%,0.2%,11%,7%
Cc1nnc(NC2CCCCC2)[nH]c1=O,2%,10%,1.5%,-2.3%,-2%,3%,0.4%,-1%,6%
COc1cc(CN2CCC(n3nccc3NC(=O)CCCc3ccccc3)CC2)ccc1O,9%,12%,0.3%,-5.5%,-5%,-35%,-0.1%,1%,18%
CSC1=NC2C(N1)N(C)C(=O)N2C (stereo not drawn),10%,5%,2.4%,10%,-34%,-20%,0.0%,0%,-4%
COc1ccccc1/C=N/NC(=O)CNC(=O)c1ccc(S(=O)(=O)N(C)C)cc1,4%,14%,-0.7%,4.6%,-16%,-53%,0.4%,4%,-1%
Cc1ccc2[nH]c(=O)c(CN(CC3COCCO3)C(=O)Nc3ccccc3F)cc2c1 (stereo not drawn),17%,2%,1.3%,/,-8%,-12%[20 µM],-0.1%,4%,32%
O=[N+]([O-])c1ccccc1/C=N/Nc1nccnc1Cl,8%,1%,-1.0%,2.2%,-18%,-22%,0.5%,1%,-48%
CC(C)c1ccccc1OCC(=O)NN1C(=O)c2ccccc2C1=O,8%,8%,-1.4%,3.1%,-37%,-28%[20 µM],0.5%,-5%,4%
CC(=O)Nc1ccc2c(c1)CCCN2C(=O)c1ccccc1,17%,6%,-1.7%,5.7%,-1%,25%,-0.1%,-1%,-7%
O=C(Nc1cccc(-c2nnc(-c3ccccc3)o2)c1)C1CC1,-1%,4%,-1.7%,-7.3%,3%,-24%[20 µM],-0.1%,21%,-59%
Cc1nn(CC(=O)NCCCN2CC(C)CC(C)C2)c(=O)c2cccn12 (stereo not drawn),-1%,10%,-1.2%,4.3%,-7%,-14%,-0.2%,3%,7%
CC(=O)Nc1ccc(OC(=O)c2ccc(Br)c([N+](=O)[O-])c2)cc1,24%,36µM*,-0.6%,1.8%,-41%,10%,0.1%,1%,-15%
Cc1ccccc1CS(=O)(=O)c1nnc([C@H](CC(C)C)NC(=O)OC(C)(C)C)o1,19%,-2%,-1.1%,0.7%,/,27%,-0.2%,12%,/
O=C(/C=C/c1ccc(N2CCCCC2)c([N+](=O)[O-])c1)c1ccc(S(=O)(=O)N2CCCC2)cc1,20%,6%,-0.9%,3.7%,8%,18%,1.0%,13%,2%
CCOC(=O)CSc1nnc(-c2ccoc2C)n1-c1ccc(C)cc1,6%,9%,-0.1%,-5.2%,-24%,19%,-0.2%,-4%,4%
CC(C)COCC1CC2(CC(C)(c3csc(N)n3)OC2=O)C(=O)O1 (stereo not drawn),1%,10%,-0.2%,3.4%,/,-48%,0.1%,14%,6%
Cc1cccc(-n2ncc(C#N)c2-n2cccc2)c1,15%,9%,0.4%,4.2%,-9%,-6%,0.7%,-6%,2%
O=C(c1cccnc1)N1CCN(C(=O)c2cccc(Cl)c2)CC1,2%,-2%,0.7%,3.0%,-19%,-37%[20 µM],0.6%,-12%,-10%
COc1cc(Cl)c(S(=O)(=O)NCCN2CCOCC2)cc1Cl,2%,4%,-2.6%,/,4%,1%,0.3%,3%,22%
CCOc1cccc(CNCCNC(=O)c2nonc2N)c1,10%,-1%,-1.0%,3.9%,-10%,-1%,-0.1%,12%,17%
CCOC(=O)c1c(-c2ccc(Cl)cc2)csc1NC(=O)CNCc1ccco1,9%,?,1.2%,2.3%,-2%,-1%,-1.9%,-18%,4%
O=C(c1cccc(Cl)c1)N(Cc1ccco1)C1CCS(=O)(=O)C1 (stereo not drawn),1%,6%,1.3%,-0.3%,6%,-1%[20 µM],-0.1%,9%,3%
CCN(CC)S(=O)(=O)c1ccc(C)c(NC(=S)N2CCN(Cc3ccc4c(c3)OCO4)CC2)c1,9%,7%,-1.1%,-5.0%,42%,-4%,0.7%,3%,15%
CCOc1ccc(Br)cc1S(=O)(=O)Nc1cccc(S(=O)(=O)NC2=NCCC2)c1,6%,7%,0.2%,-6.5%,-31%,-31%[20 µM],-0.1%,-2%,-24%
CCN=C(Nc1ccc2c(c1)OCO2)SC1CC(=O)N(c2ccc(OC)cc2)C1=O (stereo not drawn),55%,3%,2.6%,-3.2%,-20%,-2%,-0.3%,0%,-38%
C1=CCC(CN2CCNCC2)CC1 (stereo not drawn),-9%,7%,-1.3%,-0.3%,-9%,6%[20 µM],0.2%,6%,-26%
CC(C)C[C@H](NC(=O)OC(C)(C)C)C(=O)N1CCC(C(=O)N[C@@H](Cc2c[nH]c3ccccc23)C(=O)O)CC1,22%,7%,1.0%,-2.5%,-4%,-14%,0.2%,6%,8%
CCOc1ccc(NC(=O)NN2C(C)CCCC2C)cc1 (stereo not drawn),2%,6%,-1.2%,1.0%,-1%,-30%,0.4%,-8%,13%
O=C(Nc1ccccc1C(=O)N1CCCCC1)c1cccc(S(=O)(=O)N2CCOCC2)c1,/,6%,0.7%,-1.6%,-3%,-2%,0.3%,0%,7%
O=C1OC(N2CCN(c3ccccn3)CC2)c2ccccc21 (stereo not drawn),-5%,3%,-2.4%,-8.3%,-18%,18%,0.2%,9%,-6%
COc1ccc(NC(=O)c2nc3nc(C)cc(C(F)F)n3n2)cc1OC,8%,2%,-0.9%,-3.0%,4%,-63%,0.5%,-17%,-2%
O=C1C2C3C=CC(C3)C2C(=O)N1Nc1ccc([N+](=O)[O-])cc1[N+](=O)[O-] (stereo not drawn),12%,4%,-1.6%,-5.7%,-34%,6%[20 µM],0.0%,8%,-4%
CC(C)C1N(C(N)=S)N=CC1(C)C (stereo not drawn),7%,9%,-2.1%,1.9%,-12%,17%,0.4%,19%,20%
COc1ccc(S(=O)(=O)N2CCNCC2)cc1,14%,7%,2.0%,8.0%,-3%,-24%[20 µM],-0.1%,1%,-2%
CCOc1ccc(Cc2nnc(N)s2)cc1OCC,21%,14%,0.1%,-0.2%,-8%,25%,-0.1%,-1%,1%
COCCNc1nc(NCc2ccccc2)c2cnn(C)c2n1,12%,14%,0.1%,-1.5%,-6%,-34%,0.1%,62%,5%
Cc1noc(C)c1CSc1nnnn1-c1ccc(Cl)cc1,10%,18%,0.8%,7.3%,-15%,-1%,-0.2%,2%,20%
Cc1oc(-c2ccccc2)cc1C(=O)NC1CCN(Cc2ccccc2)CC1,7%,/,1.1%,4.2%,3%,3%,1.4%,0%,8%
Cc1ccc(NC(=O)CCC(=O)NCCO)cc1,-4%,12%,0.9%,3.0%,-6%,19%,-0.2%,1%,10%
COc1ccc(N(CC(=O)Nc2nc3ccc(C)cc3s2)S(=O)(=O)c2c(C)nn(C)c2C)cc1,8%,9%,-0.4%,-9.0%,-12%,21%,-0.1%,2µM*,-1%

# In the list so far, 8 have an aryl methoxy group:
compound,SV40 large T antigen,Rac1 GTP hydrolysis,HIV fusion peptide,KOR beta-arrestin-2,NOD1 inhibition,KOR beta-arrestin-1,GPR55 activation,GPR55 LPI antagonism,NOD2 inhibition
COc1cc2c(cc1OC)C(C1(O)CCCCC1)NCC2 (stereo not drawn),2%,6%,0.7%,2.5%,-9%,17%,0.2%,11%,7%
COc1cc(CN2CCC(n3nccc3NC(=O)CCCc3ccccc3)CC2)ccc1O,9%,12%,0.3%,-5.5%,-5%,-35%,-0.1%,1%,18%
COc1ccccc1/C=N/NC(=O)CNC(=O)c1ccc(S(=O)(=O)N(C)C)cc1,4%,14%,-0.7%,4.6%,-16%,-53%,0.4%,4%,-1%
COc1cc(Cl)c(S(=O)(=O)NCCN2CCOCC2)cc1Cl,2%,4%,-2.6%,/,4%,1%,0.3%,3%,22%
CCN=C(Nc1ccc2c(c1)OCO2)SC1CC(=O)N(c2ccc(OC)cc2)C1=O (stereo not drawn),55%,3%,2.6%,-3.2%,-20%,-2%,-0.3%,0%,-38%
COc1ccc(NC(=O)c2nc3nc(C)cc(C(F)F)n3n2)cc1OC,8%,2%,-0.9%,-3.0%,4%,-63%,0.5%,-17%,-2%
COc1ccc(S(=O)(=O)N2CCNCC2)cc1,14%,7%,2.0%,8.0%,-3%,-24%[20 µM],-0.1%,1%,-2%
COc1ccc(N(CC(=O)Nc2nc3ccc(C)cc3s2)S(=O)(=O)c2c(C)nn(C)c2C)cc1,8%,9%,-0.4%,-9.0%,-12%,21%,-0.1%,2µM*,-1%

# Source: PubChem (several laboratories)
